NCI-60 one-dose screen, 48 h, at 10 µM unless noted. Numbers give growth in % (100 = growth as untreated, 0 = no growth, -100 = all killed).
MDA-MB-468: MDA-MB-468 breast cancer; actives 8.5% (n = 78,000); AID 2202374
MDA-MB-231: MDA-MB-231 breast cancer | actives 5% (n = 81,000) | AID 1794789
T-47D: T-47D breast cancer; actives 5% (n = 79,000); AID 1794792
HS 578T: HS 578T breast cancer | AID 1794788 | actives 4.1% (n = 78,000)
MCF7: MCF7 breast cancer; AID 1794796; actives 6.3% (n = 82,000)
K-562: K-562 leukemia | actives 7.4% (n = 78,000) | AID 1794777
BT-549: BT-549 breast cancer. actives 4.4% (n = 78,000). AID 1794793
SR: SR leukemia cells. actives 8.7% (n = 73,000)
* hit, by the source's call; / = not tested or not shown; & = joins results of further samples. Rule for the calls: active = growth percent below 10; inactive = the rest. Compounds as they come; any-hit rate near 14%.

SMILES	MDA-MB-468	MDA-MB-231	T-47D	HS 578T	MCF7	K-562	BT-549	SR
Cc1ncc(C(=O)Nc2ccc(CN3CCN(C)CC3)c(C(F)(F)F)c2)cc1C#Cc1c(N)ncc2ccc(C#N)cc12	98.5	-12.5*	48.9	26.9	29.5	4.1*	51.4	16.1
CC(=O)OCC1OC(OCC(OC(C)=O)C(OC(C)=O)C(OC(C)=O)C(C#N)OC(C)=O)C(OC(C)=O)C(OC(C)=O)C1OC(C)=O (configuration not stated)	99.4	105.6	103.3	100.5	87.2	106.0	110.5	/
C#CC1(NC(=S)Nc2cccc(OC)c2)CCCCC1	94.7	119.3	81.8	107.2	94.1	88.7	123.0	98.4
CN(C)c1ccc(C(=O)C(=O)c2ccc(N(C)C)cc2)cc1	111.7	117.8	86.2	105.2	93.9	98.2	98.2	98.2
Cc1ccc(C)c(C(C(N)=O)C(C)C)c1 (configuration not stated)	109.4	96.8	97.3	106.7	94.8	101.1	102.7	101.0
CC1=CC(C)(C)NC(=S)N1c1cccc2cc(S(=O)(=O)O)ccc12	119.8	113.6	102.4	/	104.1	96.4	125.6	/
COc1ccc(-c2c[nH]c(C(=O)NCCO)c2-c2cc(OC)cc(OC)c2)cc1	92.4	90.1	83.5	85.8	96.7	94.3	97.6	93.3
CCCCCNC(=S)NNC(=S)N/N=C/c1cc(OC)c(OC)c(OC)c1	70.1	78.6	67.2	92.5	88.2	79.0	97.8	92.6
c1ccc(CN2CCOCC2)nc1	104.8	116.2	125.9	100.1	108.5	101.4	103.9	102.9
O=P(C(=S)Nc1ccccc1Cl)(c1ccccc1)c1ccccc1	/	108.4	108.3	93.1	98.9	57.6	92.6	72.5
S=c1sc2ccccc2n1CNc1ccccc1Cl	122.2	98.7	105.1	111.8	94.6	86.1	98.3	/
Cc1c(C)c([N+](=O)[O-])c(C)c(C)c1N	109.9	104.7&95.0	107.6&91.5	108.5&105.6	91.2&94.7	102.7&116.5	103.5&109.5	104.2&90.9
CC1=C(c2ccccc2)C=NNCC1=O	122.0	107.8	108.2	114.5	102.8	107.3	116.5	124.6
NCCCCCC(=O)O	/	108.5&112.2&105.3&112.4	100.6&98.2&98.3&110.1	107.2&109.7&95.6&120.4	116.6&101.1&98.9&104.6	113.7&98.3&112.1&111.2	112.0&106.9&98.5	111.4&79.8&108.5
Nc1nc(CSc2n[nH]c(N)n2)nc(Nc2ccccc2F)n1	116.9	119.2	107.4	89.7	90.9	100.2	98.2	115.3
C=C1C(=O)O[C@H]2[C@H]1CC/C(COC(=O)CCC(=O)NCCOCCOCC(=O)Nc1ccc(OC)c(C(N)=O)c1O)=C\CC[C@@]1(C)O[C@@H]21	-17.5*	95.2	87.1	109.3	74.6	86.2	85.9	46.8
COc1ccc2c(c1)c(-c1nc(-c3c[nH]c4ncccc34)cs1)cn2C	-5.2*	55.3	41.4	77.2	14.9	41.0	72.8	/
CC(C)n1c(NCCc2ccc(O)c(O)c2)nc2c1c(=O)n(C)c(=O)n2C	73.8	92.2	93.7	99.5	95.4	97.1	84.5	87.2
Cc1nnc(-c2cc(-c3cc4ccccc4o3)nn2-c2ccccc2)o1	/	85.7	76.0	75.3	81.3	97.6	/	79.4
CCOC(=O)c1c(NCC(=O)Nc2ccc([N+](=O)[O-])cc2Cl)sc2c1CCCC2	88.0	86.4	67.2	69.4	86.3	87.1	85.9	109.8
O=c1[nH][n+](-c2no[n+]([O-])c2-c2ccccc2)no1	115.1	104.9	110.1	106.2	97.6	93.2	117.6	98.1
COc1ccc2nc3cc(Cl)ccc3c(Nc3ccc(S(=O)(=O)Nc4nccs4)cc3)c2c1	89.3	74.8	79.8	84.9	83.3	90.7	/	82.1
O=C(c1ccc(Cl)cc1)c1ccc(OCCCN2CCN(c3ccncc3)CC2)cc1	-16.8*	17.2	29.0	53.7	13.6	1.4*	26.9	-32.0*
COc1ccc(C(=O)CSc2nc(Nc3cccc(S(N)(=O)=O)c3)c(C#N)c(-c3cc(OC)ccc3OC)n2)cc1	91.1	94.3	84.8	89.6	88.2	89.3	114.2	87.3
CCN(CC)CC(O)CN1CCN(c2cccc(Cl)c2)CC1 (configuration not stated)	103.5	105.3	107.4	103.5	106.2	104.3	100.9	/

The closing 6 compounds of the part above come first, to join the parts.
SMILES	MDA-MB-468	MDA-MB-231	T-47D	HS 578T	MCF7	K-562	BT-549	SR
CCOC(=O)c1c(NCC(=O)Nc2ccc([N+](=O)[O-])cc2Cl)sc2c1CCCC2	88.0	86.4	67.2	69.4	86.3	87.1	85.9	109.8
O=c1[nH][n+](-c2no[n+]([O-])c2-c2ccccc2)no1	115.1	104.9	110.1	106.2	97.6	93.2	117.6	98.1
COc1ccc2nc3cc(Cl)ccc3c(Nc3ccc(S(=O)(=O)Nc4nccs4)cc3)c2c1	89.3	74.8	79.8	84.9	83.3	90.7	/	82.1
O=C(c1ccc(Cl)cc1)c1ccc(OCCCN2CCN(c3ccncc3)CC2)cc1	-16.8*	17.2	29.0	53.7	13.6	1.4*	26.9	-32.0*
COc1ccc(C(=O)CSc2nc(Nc3cccc(S(N)(=O)=O)c3)c(C#N)c(-c3cc(OC)ccc3OC)n2)cc1	91.1	94.3	84.8	89.6	88.2	89.3	114.2	87.3
CCN(CC)CC(O)CN1CCN(c2cccc(Cl)c2)CC1 (configuration not stated)	103.5	105.3	107.4	103.5	106.2	104.3	100.9	/
O=C(Nc1nncs1)c1ccncc1	104.0	103.3	111.6	94.3	113.1	90.0	127.9	/
O=C(NN=C1CCCCC1)c1ccc([N+](=O)[O-])cc1	94.3	94.9	/	87.6	94.8	103.1	/	105.1
CCCCCSc1c(Cl)c(Cl)c(SCCCCC)c(Cl)c1Cl	106.6	99.9	88.4	144.6	98.9	93.9	94.4	110.7
O=c1c2ccccc2c2ccccc2c(=O)n1-c1ccc([N+](=O)[O-])cc1[N+](=O)[O-]	104.4	110.6	95.1	101.8	100.4	95.9	99.7	/
CCN(CC)c1ccc(NC(C)=O)c(C)c1	105.7	114.2	90.8	104.4	97.7	106.0	/	100.1
Cn1c(N2N=C(c3ccccc3)CC2c2ccc(Cl)cc2)nc(-c2ccccc2)c(C#N)c1=O (configuration not stated)	83.0	65.1	64.9	91.6	62.6	73.5	92.0	78.7
CCOC(=O)CC1C(CNC(=O)NC)OC(n2cnc3c(NC(=O)Nc4ccccc4)ncnc32)C1O[Si](C)(C)C(C)(C)C (configuration not stated)	/	50.8	27.1	43.9	18.1	58.7	81.6	28.2
C#CCOc1ccc2ncnc(Nc3ccc(NC(=O)C=C)cc3)c2c1	-22.3*	-71.7*	4.1*	14.9	-10.4*	-35.7*	-28.7*	-23.0*
COc1ccc2sc(N(Cc3cccnc3)C(=O)c3ccc(C#N)cc3)nc2c1	73.0	71.5	78.3	85.1	87.0	16.4	92.1	66.4
CCN1CCN(c2nc(C)cc(N(CCNc3ccnc4cc(Cl)ccc34)Cc3ccc4c(c3)OCO4)n2)CC1	-65.3*	-0.8*	-51.7*	22.1	23.8	-54.9*	21.5	-35.2*
N#C/C(=C\c1cccc(Cl)c1)C(=O)c1ccccc1	93.8	103.7	85.7	107.6	93.8	/	/	/
O=Cc1cn(S(=O)(=O)c2cccc3ccccc23)c2ccccc12	103.9	87.1	82.3	88.0	86.6	74.3	103.7	79.8
O=C(CC1c2ccccc2NC(=O)N1Cc1ccccc1)c1ccc(F)cc1 (configuration not stated)	100.1	77.6	76.0	83.2	93.7	77.5	/	85.8
O=C(Nc1ccc(Br)cc1)c1ccccc1Cl	90.5	107.8	94.0	103.3	80.6	93.8	102.9	93.1
COc1cc(-n2cc(C#N)c(N)c2C(=O)c2ccc(Cl)cc2Cl)cc(OC)c1OC	93.7	105.0	89.9	95.4	96.8	97.2	122.0	90.7
Cc1ccc2nc(C)c(-c3nnc(SCc4ccc(F)cc4)o3)n2c1	69.4	67.6	76.1	74.0	64.5	82.3	88.7	/
CC1=C(C(=O)OCc2ccccc2)C(c2sccc2C)NC(=O)N1 (configuration not stated)	/	97.3	94.4	107.9	115.5	101.1	106.5	49.7
Cc1ccc(C(=O)Nc2ccc(Oc3cc4cnn(C)c4cc3-c3cn[nH]c3)c(F)c2)c(=O)n1-c1ccc(F)cc1	24.9	44.0	30.2	/	21.2	15.7	32.0	43.4
NC(=O)CSC1=NC(c2cccc([N+](=O)[O-])c2)c2sc3ccc(Cl)cc3c2N1 (configuration not stated)	102.9	92.7	77.1	98.5	78.6	96.5	108.8	96.7
O=C1NC(=O)C2C(=O)NC(=O)C1C21CCc2ccccc21 (configuration not stated)	100.9	/	/	89.0	93.1	98.2	106.1	/
COc1ccc(O)c(C(=O)CC(=O)c2ccncc2)c1	110.3	107.2	102.6	81.4	102.9	100.2	100.3	95.3
O=S(=O)(O)c1cc(Nc2nc(Nc3ccccc3)nc(Nc3ccccc3)n2)ccc1/C=C/c1ccc(Nc2nc(Nc3ccccc3)nc(Nc3ccccc3)n2)cc1S(=O)(=O)O	116.2	81.8	96.5	96.0	89.3	86.8	97.8	93.0
O=C1OCC2=C1C(c1ccc(Cl)c(Cl)c1)c1cc3c(cc1N2CCO)OCCO3 (configuration not stated)	23.5	26.6	62.2	-13.3*	20.4	17.8	60.4	27.9
COc1ccc(/C=C/C(=O)n2nnnc2-c2ccccc2)cc1	104.3	88.4	94.7	98.3	93.7	90.4	94.4	100.1
CCOC(=O)CC(C(C)=O)C(=O)Nc1ccccc1 (configuration not stated)	98.6	104.2	85.2	115.6	99.1	90.9	100.6	98.2

Part of the list above, as comma-separated lines.
Molecule,MDA-MB-468,MDA-MB-231,T-47D,HS 578T,MCF7,K-562,BT-549,SR
CCN(CC)c1ccc(NC(C)=O)c(C)c1,105.7,114.2,90.8,104.4,97.7,106.0,/,100.1
O=Cc1cn(S(=O)(=O)c2cccc3ccccc23)c2ccccc12,103.9,87.1,82.3,88.0,86.6,74.3,103.7,79.8

More compounds.
SMILES	MDA-MB-468	MDA-MB-231	T-47D	HS 578T	MCF7	K-562	BT-549	SR
Cc1nn2c(-c3nc4ccc(Cl)cc4[nH]3)c(-c3ccc(F)cc3)nc2s1	101.5	115.5	91.2	/	81.2	88.6	101.9	72.0
Cc1nc2ccc(Cl)cn2c1-c1nnc(SCc2cc(F)ccc2F)o1	71.0	59.3	70.8	87.1	52.0	/	92.6	/
N#C/C(=N\Nc1ccccc1Cl)C(=O)C1CC1	85.6	/	/	87.8	98.4	99.2	99.7	/
Oc1ccccc1C=Nc1cccc(C(F)(F)F)c1	96.9	107.3	109.1	107.1	97.9	97.4	98.2	98.1
CC1(C)SC2C(NC(=O)Cc3ccccc3)C(=O)N2C1C(=O)O (configuration not stated)	109.1&102.2	115.7&125.4	104.5&97.4	119.3&103.4	103.3&100.2	110.4&101.6	101.2	110.3&95.1
COc1ccc(Cc2nn(Cc3nnc(Nc4ccccc4)s3)c(=O)c3c(C)noc23)cc1	62.1	76.2	62.7	75.2	56.9	26.2	80.8	63.5
Cc1ccc(-c2ccnc3c(C#N)c(Nc4ccccc4)nn23)cc1	108.5	100.1	94.2	105.0	90.4	103.4	118.9	105.6
Cc1ccc(NCC(=O)Cn2cc(COc3ccc(C=Nc4cnc5ccccc5c4)cc3)nn2)cc1C	99.7	107.6	99.4	103.6	103.1	100.7	114.7	99.9
c1cnc2c(c1)CN[C@@H](CN(CCCC1CCNCC1)[C@H]1CCCc3cccnc31)C2	103.3	120.4	104.1	/	101.9	82.1	106.4	85.6
O=C(NCCc1ccccc1)Nc1ccc2cc3ccc(NC(=O)NCCc4ccccc4)cc3nc2c1	-5.4*	-17.5*	29.7	-26.2*	1.0*	1.4*	70.6	-30.2*
Cc1cc2nc3c4cc(Cl)ccc4n(CC(=O)O)c3nc2cc1C	84.2	87.6	58.5	93.8	64.7	87.8	95.1	96.9
C=C1c2c(C)nn(-c3cccc(Cl)c3)c2N(C)C23C[C@H]1C1(C)c4c(C)nn(-c5cccc(Cl)c5)c4N(C)C(C)(C[C@H]12)C3 (some centres not stated)	107.3	108.5	96.1	95.1	87.6	100.2	118.9	97.3
COc1ccc(N2CCN(CCC3=C(C)NC4SC(c5ccc(Cl)cc5)=NN4C3=O)CC2)cc1 (configuration not stated)	110.9	96.5	104.7	102.8	68.1	94.8	107.8	98.1
Cc1ccc2nc3sc(C(=O)Nc4ccc(C(=O)/C=C/c5ccc(Cl)cc5)cc4)cc3cc2c1	103.6	100.1	106.3	89.8	94.9	108.3	105.5	100.6
CCN(CC)CCCC(C)N/C(c1cccc(OC)c1)=c1\c(=O)[nH]n(-c2c3ccccc3nc3ccccc23)c(=O)\c1=C(/NC(C)CCCN(CC)CC)c1cccc(OC)c1 (configuration not stated)	-56.2*	-51.9*	-26.7*	/	-12.7*	-22.1*	-5.2*	0.4*
NS(=O)(=O)c1ccc(CCn2c(SCC(=O)N/N=C/c3ccc(F)cc3)nc3ccccc3c2=O)cc1	98.7	95.1	81.4	88.5	85.4	76.7	79.8	82.1
CC1(C)C=Cc2cc(/C(N)=N/C(N)=N/c3nc4ccccc4s3)ccc2O1	74.1	77.5	77.6	101.0	67.2	57.6	86.1	6.8*
c1ccc(-c2c3c(cn2CCN2CCCCC2)-c2oncc2CC3)cc1	96.5	91.2	/	103.4	94.2	92.1	107.2	85.1
Cc1ccc(-n2c(SCC(=O)Nc3ccc(-c4nc5ccc([N+](=O)[O-])cc5[nH]4)cc3)nc3ccccc3c2=O)cc1	97.6	94.5	98.6	104.0	87.8	86.9	100.5	98.1
CS(=O)(=O)c1ccc(C(=O)N2N=C(c3ccc(F)cc3)CC2c2ccccc2)cc1 (configuration not stated)	113.5	100.9	82.9	95.4	94.2	68.0	85.4	98.3
CCOc1cc(C(C)(C)C)ccc1C1=N[C@H](c2ccc(Cl)cc2)[C@H](c2ccc(Cl)cc2)N1C(=O)N1CCN(CC#Cc2cccc3c2CN([C@@H]2CCC(=O)NC2=O)C3=O)CC1	-21.9*	-15.5*	13.3	16.9	8.5*	24.5	22.9	10.0*
